Assay outcomes deposited in PubChem BioAssay by several laboratories.
TRPML3 ag = activates the human TRPML3 channel | Q8TDD5 | HEK293 TRPML3-YFP, Fluo-8 calcium fluorescence; 100% = the carbachol control signal | activation, % at 3 µM | hit rate 0.29% among 220,000;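 active = activation above its plate's cutoff, the mean activation of the plate's test wells plus 3 SD, cut at about 12% in these data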;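 also: 0% = DMSO only wells and 100% = carbachol wells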
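Test system: HEK293 cells stably carrying human TRPML3-YFP; Doses: single dose, 3 µM final nominal compound, 0.3% DMSO final; Schedule: dye loading 1 h 37 °C then 30 min ambient, 125 s read; Technique: Fluo-8 calcium fluorescence; Benchmarks: high control carbachol 87 µM, low control DMSO.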
TNF death inh = blocks TNF-alpha induced death of Jurkat FADD-/- cells | hit rate 0.068% among 220,000 | activation (protection from cell death), % at 10 µM | Jurkat FADD-/- TNF necroptosis rescue, ATP luminescence, 24 h; 0 = TNF only, 100 = no-TNF cells;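 active = activation, meaning protection from cell death, of at least 50% relative to plate controls; inactive = activation below 50%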;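 also: necroptosis triggered by 40 ng/mL TNF-alpha added together with compound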
NCF1 inh = blocks human p47phox regulatory protein of NADPH oxidases; P14598; p47phox/p22phox peptide binding, fluorescence polarization, 2 h; inhibition, % at 24.7 µM; hit rate 0.53% among 220,000; AID 1274;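 active = inhibition above about 30%, limit read from the data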;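 also: 0% = p47phox with labelled peptide and 100% = labelled peptide alone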
TRPN1 ag = activates the zebrafish TRPN1 channel; HEK293 zebrafish TRPN1-YFP, Fluo-8 calcium fluorescence; 100% = response to 87 µM carbachol; activation, % at 3 µM; hit rate 0.18% among 220,000;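 active = activation above its plate's cutoff, the mean activation of test wells on that plate plus 3 SD, cut at about 19% in these data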;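 also: 0% = DMSO alone and 100% = 87 µM carbachol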
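Material: zebrafish TRPN1-YFP in HEK293 cells. Doses: one dose of 3 µM, 0.3% DMSO. Incubation: dye 1 h 37 °C plus 30 min RT. Measured by: intracellular calcium fluorescence with Fluo-8.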
PPC-1+TRAIL kill = PPC-1 cancer cell killing with TRAIL present; PPC-1 cells + TRAIL, ATPLite viability luminescence; cell killing (% activity), % at 4 µM; hit rate 0.41% among 220,000;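 active = cell killing above 50% in the first pass at 4 µM, then a duplicate retest at 5 µM averaging 50% or more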;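 also: plate controls were cells with TRAIL plus DMSO for no effect and medium-only wells lacking cells for full effect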
MDM2 E3 inh = inhibitors of human Mdm2 E3 ubiquitin ligase; signal enhancement, % at 5 µM; Q00987; cell-based MDM2 ubiquitination luciferase reporter, 2 h; 0 = plate control, 100 = twice control, blank-subtracted; hit rate 0.11% among 210,000;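 active = signal enhancement of 30% or more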;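 also: luminescence tracks abundance of the self-degrading MDM2-luciferase fusion protein; higher signal means inhibition of MDM2 E3 ligase activity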
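Timing – 2 h compound exposure at 37 °C · Assay system – mammalian cells stably expressing self-ubiquitinating, self-degrading MDM2 E3–luciferase fusion · Amount – 2000 cells seeded into each well · Measure – % luminescence enhancement versus blank-corrected plate control mean · Measured by – SteadyLite luminescence, 15 min reagent step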
CHOP inh = inhibitors of CHOP induction in ER stress response | inhibition, % at 10 µM | CHO-K1 CHOP-promoter luciferase, tunicamycin-induced, 15-18 h | hit rate 3.8% among 220,000;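 active = compounds that reduced the stress-induced luciferase reporter signal by more than about 70% of percent inhibition, limit read from the data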;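 also: 0% = tunicamycin plus vehicle and 100% = wells without tunicamycin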
Runt-SMMHC FRET = Runt domain-CBFb-SMMHC interaction inhibition | inhibition, % at 20 µM | Cerulean-Runt/Venus-CBFb-SMMHC FRET ratio 530/480, 1 h | hit rate 0.74% among 220,000 | Q01196+Q13951;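 active = mean inhibition across duplicate retests at 20 µM reaching about 50%, limit read from the data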;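 also: 0% = DMSO wells and 100% = wells with excess untagged CBFb-SMMHC; inhibitors lower the FRET ratio by blocking Runt binding to CBFb-SMMHC; some results filed as inactive read as strong as hits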
Target sequence (Q01196 whole entry, looked up, the tested form may be a part): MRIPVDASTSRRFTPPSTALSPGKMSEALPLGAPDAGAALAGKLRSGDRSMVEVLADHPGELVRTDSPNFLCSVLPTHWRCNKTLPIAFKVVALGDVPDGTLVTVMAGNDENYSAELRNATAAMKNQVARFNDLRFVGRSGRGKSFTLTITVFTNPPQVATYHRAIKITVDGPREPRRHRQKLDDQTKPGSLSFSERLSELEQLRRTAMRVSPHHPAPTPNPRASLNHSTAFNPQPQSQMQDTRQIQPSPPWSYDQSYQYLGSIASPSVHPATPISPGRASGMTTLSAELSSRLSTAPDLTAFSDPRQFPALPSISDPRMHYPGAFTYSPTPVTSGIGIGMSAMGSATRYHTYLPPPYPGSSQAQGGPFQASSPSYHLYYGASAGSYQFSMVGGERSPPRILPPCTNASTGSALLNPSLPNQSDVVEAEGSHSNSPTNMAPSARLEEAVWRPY
Target sequence (Q13951 whole entry, looked up, the tested form may be a part): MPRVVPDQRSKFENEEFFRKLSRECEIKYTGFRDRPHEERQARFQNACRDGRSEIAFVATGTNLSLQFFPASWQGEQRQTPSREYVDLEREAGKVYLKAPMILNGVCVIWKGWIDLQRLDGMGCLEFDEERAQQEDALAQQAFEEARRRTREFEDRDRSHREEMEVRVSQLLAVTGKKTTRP
EBV gp42 inh = EBV gp42 inhibition; Q1HVG2; Fluorescence polarization binding assay, mP read-out; inhibition, % (tested at 21.74 µM); hit rate 0.42% among 220,000; AID 1085; in the data active = inhibition above about 50%
Target sequence (Q1HVG2 whole entry, looked up): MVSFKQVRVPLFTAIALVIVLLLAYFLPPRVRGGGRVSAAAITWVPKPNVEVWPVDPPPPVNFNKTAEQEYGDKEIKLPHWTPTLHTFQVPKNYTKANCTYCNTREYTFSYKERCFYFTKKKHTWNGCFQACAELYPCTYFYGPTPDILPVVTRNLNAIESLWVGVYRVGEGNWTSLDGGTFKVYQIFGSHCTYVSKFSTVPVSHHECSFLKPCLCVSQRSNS
An asterisk follows results filed as active; · = not tested or not shown.

SMILES	TRPML3 ag	TNF death inh	NCF1 inh	TRPN1 ag	PPC-1+TRAIL kill	MDM2 E3 inh	CHOP inh	Runt-SMMHC FRET	EBV gp42 inh
CCOc1ccc(S(=O)(=O)NCc2ccco2)c2ccccc12	-1.8	-0.2	-17	-2.5	-19	-7	54	3	-12
O=C(OCCN1CCCC1)C1(c2ccccc2)CCCC1	0.8	1.6	-1	1.9	0	10	5	0	-11
N#CC1=C(N)NC(SCC(=O)c2ccc(Cl)cc2)=C(C#N)C12CCCC2	0.8	0.5	-12	3.0	20	-17	57	5	-12
O=C(Nc1nc2c(F)cc(F)cc2s1)C1CC(=O)N(Cc2ccco2)C1 (centres undefined)	-0.3	-9.5	-11	0.9	10	-15	5	-4	12
CCOC(=O)C1=C(C)NC(C)=C(C(=O)OCC)C1C(=O)OCC(=O)N(C)C	0.9	0.3	0	1.4	21	·	-6	1	-12
COc1ccc(Nc2nnc(SCc3cc(=O)n4ccsc4n3)s2)cc1	0.6	-13	-11	1.8	20	-9	-18	-10	42
COc1ccc(NC(=O)c2cc3ccccn3n2)cc1	0.6	-2.9	-5	1.0	48	-69	·	2	-16
OCc1nn2c(c1Br)NC(c1ccccc1)CC2C(F)(F)F (centres undefined)	0.1	-2.1	6	0.1	18	-6	3	4	-18
CCCCOc1ccc(-c2cn3ccccc3n2)cc1[N+](=O)[O-]	-0.1	-0.4	-20	-1.6	32	5	21	-4	3
CC(=O)Nc1ccc(NC(=O)CN(c2ccc(C(C)C)cc2)S(=O)(=O)c2ccccc2)cc1	-0.3	0.9	-6	0.2	3	0	26	-1	-5
CC(C)(C)c1ccccc1NC(=O)c1ccco1	0.6	-2.1	-16	0.6	-5	15	6	-36	-4
CCn1cc(/C=C/C(=O)Nc2ccn(Cc3c(F)c(F)c(F)c(F)c3F)n2)cn1	1.8	31	3	4.8	0	-1	22	1	-5
O=C(CSc1nccn1-c1ccccc1)c1ccc(Br)cc1	-0.9	-1.6	5	-2.5	34	-9	-41	-10	6
CC(C)N1CCC(NC(=O)Nc2ccc3c(c2)OCO3)CC1	1.2	0.4	3	1.6	18	0	-41	-4	-6
COc1ccc(OCCCN2CCCC(C)C2)cc1 (centres undefined)	0.8	-0.5	18	0.1	3	-15	38	-1	0

Single values from above:
TRPN1 ag with `O=C(Nc1nc2c(F)cc(F)cc2s1)C1CC(=O)N(Cc2ccco2)C1` (centres undefined) stands at 0.9
CHOP inh with `CCOc1ccc(S(=O)(=O)NCc2ccco2)c2ccccc12` stands at 54

Some of these compounds in order of SMILES length, low to high:
SMILES	TRPML3 ag	TNF death inh	NCF1 inh	TRPN1 ag	PPC-1+TRAIL kill	MDM2 E3 inh	CHOP inh	Runt-SMMHC FRET	EBV gp42 inh
COc1ccc(OCCCN2CCCC(C)C2)cc1 (centres undefined)	0.8	-0.5	18	0.1	3	-15	38	-1	0
CC(C)(C)c1ccccc1NC(=O)c1ccco1	0.6	-2.1	-16	0.6	-5	15	6	-36	-4
COc1ccc(NC(=O)c2cc3ccccn3n2)cc1	0.6	-2.9	-5	1.0	48	-69	·	2	-16
O=C(OCCN1CCCC1)C1(c2ccccc2)CCCC1	0.8	1.6	-1	1.9	0	10	5	0	-11
O=C(CSc1nccn1-c1ccccc1)c1ccc(Br)cc1	-0.9	-1.6	5	-2.5	34	-9	-41	-10	6
CC(C)N1CCC(NC(=O)Nc2ccc3c(c2)OCO3)CC1	1.2	0.4	3	1.6	18	0	-41	-4	-6
CCCCOc1ccc(-c2cn3ccccc3n2)cc1[N+](=O)[O-]	-0.1	-0.4	-20	-1.6	32	5	21	-4	3
O=C(Nc1nc2c(F)cc(F)cc2s1)C1CC(=O)N(Cc2ccco2)C1 (centres undefined)	-0.3	-9.5	-11	0.9	10	-15	5	-4	12
N#CC1=C(N)NC(SCC(=O)c2ccc(Cl)cc2)=C(C#N)C12CCCC2	0.8	0.5	-12	3.0	20	-17	57	5	-12
CCOC(=O)C1=C(C)NC(C)=C(C(=O)OCC)C1C(=O)OCC(=O)N(C)C	0.9	0.3	0	1.4	21	·	-6	1	-12
CCn1cc(/C=C/C(=O)Nc2ccn(Cc3c(F)c(F)c(F)c(F)c3F)n2)cn1	1.8	31	3	4.8	0	-1	22	1	-5
CC(=O)Nc1ccc(NC(=O)CN(c2ccc(C(C)C)cc2)S(=O)(=O)c2ccccc2)cc1	-0.3	0.9	-6	0.2	3	0	26	-1	-5

(listing goes on)
SMILES	TRPML3 ag	TNF death inh	NCF1 inh	TRPN1 ag	PPC-1+TRAIL kill	MDM2 E3 inh	CHOP inh	Runt-SMMHC FRET	EBV gp42 inh
CC1CN=C(N(C(=O)Nc2ccccc2)C(C)C)S1 (centres undefined)	0.5	-0.4	5	0.0	7	-3	9	-2	-4
CC(NCc1cccc(S(=O)(=O)N(C)C)c1)c1ccc(F)cc1 (centres undefined)	1.3	5.9	-11	-0.6	6	1	3	-4	-10
Cc1cc(C)cc(NC(=O)CSc2ncc(S(=O)(=O)c3ccccc3)c(=O)[nH]2)c1	0.7	0.9	-13	0.8	31	1	27	-5	-1
COc1ccc(C(=O)N/C(=C\c2ccccc2)C(=O)NC(CCSC)C(=O)O)cc1 (centres undefined)	0.2	-1.1	-11	1.0	22	-3	12	7	-9
O=C(CSc1nc2cc(S(=O)(=O)N3CCOCC3)ccc2o1)NC1CCCc2ccccc21 (centres undefined)	1.1	-2.8	-1	3.8	10	-16	0	15	-13
NS(=O)(=O)c1ccc(CCNC(=O)CSc2nc3ccsc3c(=O)n2C2CC2)cc1	1.0	2.2	8	1.4	21	3	14	-3	-2
CCc1ccccc1Nc1nc(N)nc(CSc2nnc3ccccn23)n1	0.7	0.8	-5	-0.3	15	-23	-2	-2	-10
CC1(C)CNC(=O)c2sc(N3CCOCC3)nc2C1	1.1	-4.7	-10	1.3	12	-7	19	4	-9
COc1ccc(NS(=O)(=O)c2ccc(N/N=C/c3ccc(N4CCOCC4)cc3)c([N+](=O)[O-])c2)cc1	0.4	-0.2	20	-0.9	6	-3	18	2	6
O=C(Cn1ccc(C(F)(F)F)n1)N=Nc1c(O)[nH]c2ccccc12	0.7	-0.6	·	-1.3	-15	1	4	-4	-1
O=C(Nc1nnc(-c2ccccc2)s1)c1ccc(Cl)c(S(=O)(=O)N2CCOCC2)c1	0.8	-0.2	-14	0.7	20	-11	-10	-7	-16
CN(C)c1ncnc(N(C)C)c1[N+](=O)[O-]	0.2	-1.8	0	-0.7	0	3	-9	-3	-5
COc1cc(OC)c2ccc(=O)oc2c1C(CC(=O)N1CCN(c2ccccc2)CC1)c1ccc2c(c1)OCO2 (centres undefined)	·	-4.3	-20	·	12	5	7	0	5
O=C(N/C(=C\c1ccc(-c2ccccc2)o1)C(=O)N1CCOCC1)c1ccccc1	0.0	2.5	-12	-0.8	14	-5	-3	-3	1
CC1(C)NC(=O)N(CN2C(=O)NC(C)(C)C2=O)C1=O	0.1	-1.2	-2	1.3	0	-8	10	2	-13
CC(=O)Nc1ccc(OC(=O)c2ccc(Cl)cc2)cc1	0.9	1.0	-29	2.6	22	2	44	-4	-1
O=C(CN1CCCCC1)Nc1nnc(-c2ccc([N+](=O)[O-])cc2)s1	1.7	-0.8	-10	2.1	6	2	2	-13	6
CCC(C)Sc1nnc(-c2c[nH]c3ccccc23)n1CCOC (centres undefined)	0.0	-0.8	-120	-1.7	4	0	1	-2	-19
COc1ccccc1N(C(C)=O)c1nc(C)cc(C)c1C#N	0.5	-1.1	-5	1.1	17	·	-4	2	-4
COc1ccc(C(=O)NNC(=O)c2cc3cc(OC)ccc3oc2=O)cc1	0.4	2.2	-12	-0.7	2	-15	12	-2	-3
CCCCNC(=S)Nc1ccc2cn[nH]c2c1	0.5	-0.1	-7	0.9	32	2	23	2	-9
Nc1ncnc2c1CCC2	-0.3	-2.6	-12	-0.4	6	·	-2	-2	-11
CC(C)(C)NC(=O)C(c1ccco1)N(C(=O)c1ccc(CN2CCOCC2)o1)c1ccccc1 (centres undefined)	-0.3	1.2	1	0.7	6	9	6	4	-13
CCOc1ccc(NC(=O)C(C)Oc2ccccc2C(=O)Nc2cccc(Cl)c2Cl)cc1 (centres undefined)	0.6	1.7	-11	0.5	-3	-5	37	-1	-12
COc1ccccc1-n1cnc2cc(C(=O)NC3CCCC3)ccc21	0.5	-3.2	-15	0.6	13	·	16	-1	4
COc1cccc(-c2csc(NC(C)=O)n2)c1	-0.6	-1.7	-7	-1.9	7	-16	-13	-2	-5
COc1ccc2cnnc(SCC(=O)Nc3ccc(C(=O)O)cc3)c2c1OC	0.7	1.5	-6	1.1	11	·	-20	-2	5
CCCCCn1nnc2c(=O)oc3ccccc3c21	1.5	-0.2	1	-0.4	12	-1	-14	-3	-19
CCOc1ccc(NC(=S)NNC(=O)c2cc(Br)ccc2Cl)cc1	1.7	-0.1	5	0.7	0	15	-2	-3	5
COc1cc(OC)c2c(N)c(C#N)c(C(F)(F)C(F)(F)F)nc2c1	0.4	5.2	-26	0.0	-10	-15	60	2	-5
Cc1noc(C)c1CSc1nc2ccccc2c(=O)n1-c1ccccc1	-2.0	-7.8	-6	-2.0	-25	-42	·	1	-9
COc1ccccc1NC(=O)Cc1csc(NC(=S)Nc2ccc(C)cc2)n1	-1.1	-6.0	-10	2.8	8	-39	-26	1	-19
COc1ccc(NS(=O)(=O)c2ccc(N3CCOCC3)c(NC(=O)c3ccco3)c2)cc1	0.0	1.8	-7	-1.4	10	4	22	1	-9
Cc1ccccc1-n1c(-c2ccncc2)n[nH]c1=S	·	·	17	·	26	-9	22	4	-7
O=C(CSc1nc2c(c(=O)n1-c1ccc(Cl)cc1)SCC2)Nc1ccc2c(c1)OCCO2	0.8	-2.9	-10	-0.4	-2	-4	1	1	-18
COc1cc(/C=C(/NC(=O)c2ccccc2)C(=O)N2CCN(C)CC2)c([N+](=O)[O-])cc1OC	0.5	1.3	36*	2.1	9	-9	2	-10	2
Cc1ccc(NC2=NCCC2)cc1Cl	-0.1	-0.7	-2	-0.6	10	·	-1	-9	-14
